# High-throughput results (PubChem BioAssay)
# TNAP activators = human TNAP enzyme activators, primary screen, biochemical, luminescent, no phosphate acceptor, uHTS (AID 1001); 200,000 compounds, 0.03% hits; purified TNAP, luminescent activation assay, no phosphate acceptor; higher activation fold means a stronger effect; activation fold at 20 µM, or EC50 in µM where a hit was titrated; Alkaline phosphatase, tissue-nonspecific isozyme (Homo sapiens); in the data active = activation fold from about 3, or a potency from the dose series; inactive = the rest, 99 in 100 with activation fold below about 1.6; note: many of its hits are not listed in these tables
# Autophagy HCS = autophagy modulators in MEF cells, primary screen, imaging, high-content, MEF GFP-LC3. MEF GFP-LC3 puncta imaging; test concentration mostly 10 µM. calls only at 10 µM (by protocol). 190,000 compounds, 0.98% hits. AID 463193, 2010;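 active = percentage of spot-positive cells more than 3 SD above its plate mean, without a fluorescence outlier flag or 80% toxicity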;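 note: spot-positive cell cutoff set from DMSO-treated cells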
# Insulin prom up = insulin promoter activators in MIN6 cells, imaging, high-content screening, mouse beta cells | 190,000 compounds, 0.3% hits | z-score at 5 µM | MIN6 insulin promoter-GFP reporter; hits give high values | AID 1625, 2009;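 active = z-score above 3 at 5 µM with at least 500 cells counted in the well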
# b-catenin transl = modulators of beta-catenin nuclear translocation, primary screen, imaging, HeLa cells, immunofluorescence, high-content | nuclear translocation activity, % at 5 µM | 190,000 compounds, 0.3% hits;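 active = nuclear translocation activity above 50% at 5 µM, with a well cell count of 50 or more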;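 note: per-cell ratio of nuclear to cytoplasmic median beta-catenin stain intensity; plate controls were DMSO negative control for no effect and GSK-3 inhibitor IX positive control for full effect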
#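 Read-out: Nuclear/cytoplasmic beta-catenin signal ratio, % activation | Assay system: Human HeLa cell line | Times: 24 h compound exposure at 37°C, 5% CO2 | Signal: Fluorescence imaging of beta-catenin antibody stain plus DAPI | Dosing: 5 µM primary, 0.02–20 µM confirmation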
# Hep lipid drop = inhibitors of hepatocyte lipid droplet formation, primary screen, imaging, high-throughput imaging, BODIPY stain. AML12 mouse hepatocytes, oleate lipid droplets. inhibition, % at 6.5 µM. 240,000 compounds, 0.4% hits;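 active = lipid droplet intensity inhibited by at least 50%, with more than 500 cells counted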
#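 Assay system: AML12 hepatocytes (mouse); Probe or stimulus: oleic acid at 100 µM to induce lipid droplet formation; Dosing: compound at 6.5 µM only; Schedule: compound with oleate, overnight; Detection: fluorescence imaging, 20x objective, two fields per well; Measure: % inhibition of lipid droplet signal.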
# PMI inhibition = human PMI inhibitors, high substrate, primary screen, biochemical, fluorescence intensity, high mannose 6-phosphate (AID 1220). Mannose-6-phosphate isomerase (Homo sapiens). recombinant PMI enzyme, coupled fluorescence intensity; higher % means a stronger effect. inhibition, % at 20 µM; hits with a dose series show IC50 in µM. 190,000 compounds, 0.66% hits
# MT stabilizer = microtubule stabilizers in HeLa cells, primary screen, imaging, high-content imaging. % tubulin-high responders, % at 10 µM. 200,000 compounds, 0.83% hits. HeLa tubulin immunostaining HCS, 24 h; share of cells brighter than vehicle mean+2SD. AID 2205, 2009;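 active = plate Z-score above 3 for both tubulin-high and condensed-nucleus cell shares, with cell loss under 80%, at 10 µM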;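 note: anti alpha tubulin signal scored within the nucleus-defined area of each cell; some results filed as inactive read as strong as hits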
# human PMI inhibition = inhibitors of human PMI, primary screen, biochemical, fluorescence intensity, coupled assay (AID 1209) | Mannose-6-phosphate isomerase (Homo sapiens) | purified PMI enzyme, coupled fluorescence intensity; higher % means a stronger effect | one-dose inhibition, % at 20 µM; IC50 in µM for titrated hits | 190,000 compounds, 0.42% hits;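 note: plate controls were DMSO vehicle for no effect and wells lacking substrate for full effect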
# T cell HTS = modulators of CD8 T cell-vesicle binding, primary screen, mouse 2C CD8+ T cells, flow cytometry | 2C CD8+ T cell-vesicle binding; hits give low values | calls only at 7 µM | 330,000 compounds, 0.068% hits | AID 2052, 2009;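 active = response, share of CD8 T cells binding vesicles, and their 90th percentile fluorescence all below set limits, cut at about 80% in these data, passing the limit was not always enough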
#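 System: murine 2C transgenic CD8+ T lymphocytes; also added: QL9-loaded Drosophila micro-vesicles; times: binding 1.5 h at 37 °C; measured by: flow cytometry, PE anti-B7-1 (FL2) versus Alexa647 anti-CD8 (FL8), PFA-fixed; control set: Peptide-free naked vesicles (low) and QL9 vesicles with 0.7% DMSO vehicle (high)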
# Insulin prom up cell count = also measured in Insulin prom up; calls as there; cell count; measured here: cytotoxicity, nuclei count;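 total cells summed across four imaged fields per well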
# Hep lipid drop cells 6.5 µM = recorded beside Hep lipid drop, whose call it bears; cell count; measured here: cell count, cytotoxicity flag;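 cells counted across two imaged fields per well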
# b-catenin transl cell count 5 µM = second read-out of b-catenin transl, no call of its own (marks repeat the call); cell count; measured here: cell count, cytotoxicity flag
# T cell HTS vesicle-bound % = recorded beside T cell HTS, whose call it bears; double positive events, %; measured here: CD8+ vesicle-bound cell fraction;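 binding gate set so that unloaded-vesicle control wells show 10% double positive cells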
# MT stabilizer Hoechst-high % = further read-out of MT stabilizer, marked with its call; % Hoechst-high responders; measured here: nuclear condensation Hoechst responders;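 share of cells brighter than vehicle mean plus two SD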
# MT stabilizer cytotoxicity % = recorded beside MT stabilizer, whose call it bears; toxicity, %; measured here: cytotoxicity by cell density;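 0% = mean cell density of plate MIN control wells and 100% = no cells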
# Autophagy HCS cell loss 18 h = also measured in Autophagy HCS; calls as there; toxicity, %; measured here: cell loss, nuclei count;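 cell loss after 18 h compound exposure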
# * marks the source's active call; other numbers are inactive results; i = inactive; . = not tested or not shown; + = active, no number. Cut-off read from the data, not from the text of the source, unless noted: active = inhibition above about 50%; inactive = the rest. Compounds were not picked by outcome; about 2.9% have a hit in one of these screens.
nr	mol	TNAP activators	Autophagy HCS	Autophagy HCS cell loss 18 h	Insulin prom up	Insulin prom up cell count	b-catenin transl	b-catenin transl cell count 5 µM	Hep lipid drop	Hep lipid drop cells 6.5 µM	PMI inhibition	MT stabilizer	MT stabilizer Hoechst-high %	MT stabilizer cytotoxicity %	human PMI inhibition	T cell HTS	T cell HTS vesicle-bound %
1	CCOC(=O)C/C(C)=N/NC(=O)C1CC1(c1ccccc1)c1ccccc1 (stereo not given)	1.1	i	12	0.18	1536	-3.7	1129	-27	530	-1%	3.4	3.6	0.0	11%	i	46
2	COc1ccc(NC(=S)N2CCCN(Cc3cccc(Cl)c3)C2)cc1	1.1	i	1	-1.8	1206	1.2	957	11	682	6%	2.3	2.8	7.8	6%	i	60
3	Cc1cc(C)c(NC(=S)N(CCc2ccncc2)C(C)C)c(C)c1	1.1	i	0	0.46	1285	-1.2	1095	3	658	-7%	3.5	2.8	5.6	-6%	i	31
4	CCOc1ccc(C2C(C(=O)Nc3ccc(F)cc3)=C(C)Nc3nc(CCCO)nn32)cc1 (stereo not given)	1.1	i	30	-0.27	992	-0.8	1209	.	.	1%	2.7	2.9	8.7	1%	i	45
5	Cc1c(NS(=O)(=O)c2cccc3nsnc23)c(=O)n(-c2ccccc2)n1C	1.1	i	7	1.6	1485	-2.3	1042	6	640	11%	1.5	2.5	5.4	8%	i	41
6	CCOC(=O)Nc1ccc(S(=O)(=O)NCc2ccccc2)cc1	1	i	-8	.	.	.	.	.	.	12%	3.5	2.6	9.4	12%	i	21
7	Cc1ccc(NC(=O)c2ccc3nc[nH]c3c2)c(O)c1	1.2	i	-6	0.9	1616	-1.3	961	4	670	17%	2.5	3.9	11	1%	i	10
8	CC(C)c1ccc(N(CC(=O)NCCSCc2ccco2)S(C)(=O)=O)cc1	1.1	i	-8	-0.84	1481	0.0	1496	3	649	9%	2.4	1.9	6.9	8%	i	47
9	Cc1csc(NC(=O)CSc2nnc3c4ccccc4nc(C(C)(C)C)n23)n1	1.1	i	26	-1.1	1050	58*	558*	.	.	10%	46*	27*	40*	13%	i	31
10	O=C(CN1C(=O)CSC1=O)Nc1ccccc1N1CCOCC1	0.7	i	43	.	.	.	.	.	.	4%	3.7	2.4	17	8%	i	29
11	COc1cc(OC)c(C2C(C#N)=C(N)Oc3cc(C)n(CCCN4CCOCC4)c(=O)c32)cc1OC (stereo not given)	1	i	9	1.8	1316	-3.2	863	.	.	62%*	2.1	1.6	1.4	23%	i	18
12	O=C(c1cccs1)N1N=C(c2ccccc2)CC1c1ccc(O)cc1 (stereo not given)	1.1	i	10	0.07	1208	-0.4	498	8	590	-17%	3.3	3.4	7.3	-24%	i	27
13	Clc1ccc(COc2ccccc2-c2ccnc3ncnn23)cc1	1	i	6	-0.23	1073	0.0	1092	-4	718	6%	1.8	1.8	11	9%	i	39
14	O=C(O)c1ccccc1S(=O)CCO (stereo not given)	1	i	-3	.	.	-14	1025	3	746	-6%	1.2	1.4	9.3	-4%	i	39
15	Cc1cc(SCC(=O)N(C)c2c(N)n(Cc3ccccc3)c(=O)[nH]c2=O)nc2ccccc12	1	i	11	0.22	1410	-3.6	917	-2	743	-44%	6.8	1.0	6.2	-47%	i	55
16	COc1cccc(-n2c(CNc3ccc(F)cc3)nnc2SCC(N)=O)c1	1.2	i	0	0.75	1865	-1.0	1056	21	703	-3%	4.4	1.4	1.3	4%	i	10
17	Cc1ccc(N=CC=C2OC(C)(C)C(C)(C)O2)cc1	1	i	4	-0.12	992	1.9	885	10	549	-21%	5.6	1.0	10	-30%	i	3
18	COc1ccc(S(=O)(=O)n2nc(OC(=O)c3ccncc3)cc2N)cc1	1.1	i	16	-0.6	1334	-0.3	1110	-1	691	-6%	4.2	2.8	5.2	2%	.	.
19	N#Cc1ccc(C(=O)Nc2cccc3cccnc23)c(F)c1	1	i	-4	-0.18	1491	0.9	1070	-2	706	10%	2.2	1.8	4.1	17%	i	52
20	CC(C)COC(=O)C1C2C=CC3(CN(C(C)c4ccc(Br)cc4)C(=O)C13)O2 (stereo not given)	1	i	24	1.3	1726	0.4	1025	-30	678	21%	2.6	2.1	5.7	23%	i	65
21	O=C(CSc1nccn1-c1ncc(C(F)(F)F)cc1Cl)c1ccc(Br)cc1	1	i	11	-0.14	1453	-0.6	1408	.	.	4%	2.1	1.0	6.4	10%	i	34
22	Cn1cc(C(=O)N2CCc3ccccc32)cn1	1.1	i	-8	-0.75	1304	-4.4	555	10	752	2%	2.5	2.4	7.0	1%	i	48
23	O=C(NCCN1CCN(c2ccccc2)CC1)c1cccn2c(=O)c3cc(Cl)ccc3nc12	1	i	-3	-0.54	1313	.	.	-10	778	10%	7.0	3.4	12	12%	i	26
24	O=C(O)CN1C(=O)S/C(=C\c2cccnc2)C1=O	.	.	.	0.39	1033	-0.2	1345	-8	750	.	.	.	.	.	i	27
25	COc1ccc(-c2nc(NC(=O)C3CC(=O)N(c4ccc5c(c4)OCCO5)C3)sc2C)cc1 (stereo not given)	1.1	i	20	0.25	1172	.	.	30	713	29%	11*	58*	27*	27%	i	56
26	CN(C)/C=C1\SC(=S)N(c2ccc(Br)cc2)C1=O	.	.	.	-0.31	1008	0.6	1282	46	717	.	.	.	.	.	i	49
27	Cc1sc(NC(=O)c2ccco2)c(C(c2cccnc2)N2CCN(CCO)CC2)c1C (stereo not given)	1	i	-2	-0.69	1307	-0.6	1105	21	714	1%	2.5	1.7	7.9	-2%	i	12
28	O=C(CCCOc1ccccc1)Nc1ccccc1C(F)(F)F	1.1	i	2	1	1583	0.2	1114	-17	598	4%	1.6	2.9	9.6	13%	i	46
29	CCOC(=O)c1c(C)[nH]c(C(=O)N/N=C\c2ccccc2O)c1C	2	i	15	-3.4	596	19	617	-27	696	-19%	10	11	25	-3%	i	25
30	COc1ccc(NC(=O)CC2COc3ccccc3O2)c(OC)c1 (stereo not given)	1.1	i	7	-0.21	1625	1.0	1257	.	.	0%	3.2	1.5	11	-1%	i	15
31	O=C(NCc1ccco1)c1cccc(-c2nnc(-c3ccccc3)o2)c1	1.1	i	-6	-0.26	1227	0.0	1117	11	750	6%	1.2	1.2	4.9	10%	i	22
32	CCCCNC(=S)NNC(=O)c1csc(C)c1CC	1.2	i	-13	0.36	1281	-5.2	586	-6	652	-3%	4.3	3.3	0.7	-8%	i	27
33	S=C(Nc1ccc(Nc2ccccc2)cc1)Nc1ccccn1	1	i	10	-3.3	883	-0.8	1604	15	746	25%	1.5	1.7	8.2	29%	i	12
34	Cc1ccc(-n2nnnc2CCl)cc1	1.1	i	1	-1.2	1252	0.2	1038	-8	644	-4%	2.8	2.3	9.3	-6%	.	.
35	CCN(CC(=O)NCc1ccc(F)cc1)Cc1nc2cc(Cl)ccc2c(=O)[nH]1	1	i	2	.	.	0.6	1108	9	794	-2%	1.5	1.9	2.1	4%	i	29
36	COc1ccc(S(=O)(=O)CCC(=O)O)cc1	1.1	i	-1	-0.88	1229	.	.	-2	736	-2%	1.7	1.6	7.7	-3%	i	60
37	COc1ccc(Cn2nnnc2C(c2cccs2)N2CCCCCC2)cc1 (stereo not given)	1.1	i	8	-0.08	1394	-0.3	1031	-38	633	10%	3.0	1.3	11	7%	+	13*
38	Cc1ccc(N(CC(O)CN2CCOCC2)S(=O)(=O)c2ccc3ccccc3c2)cc1 (stereo not given)	1.1	i	11	0.19	1383	1.8	1426	.	.	8%	3.4	2.2	9.5	7%	i	44
39	NS(=O)(=O)c1ccc(CNC(=O)NC2(c3ccccc3)CC2)cc1	1.2	i	-6	0.36	1029	5.1	1105	.	.	-7%	6.9	1.5	1.2	-6%	i	50
40	O=C(NCCC1CC1(Cl)Cl)Nc1ccccc1 (stereo not given)	.	.	.	-0.45	1117	1.4	1322	-39	615	.	.	.	.	.	i	28
41	Fc1cccc(F)c1/C=C/c1ccc2ccccc2n1	1	i	-3	0.04	1472	-1.7	1126	-34	512	-20%	7.4	2.6	2.0	-13%	i	40
42	CN(C)c1ccc(N=c2sc3ccccc3n2C)cc1	1	i	12	.	.	3.0	944	11	886	2%	4.9	3.7	5.3	11%	i	33
43	O=C(CC1C(=O)NCCN1CC(c1ccccc1)c1ccccc1)NC1CC1 (stereo not given)	1.2	i	22	-0.47	1329	-0.5	1194	-2	646	31%	2.6	2.0	4.4	10%	i	49
